From PubChem
hIAP act = human IAP activators, primary screen, biochemical, luminescence, uHTS. Intestinal-type alkaline phosphatase (Homo sapiens), P09923. purified human IAP, CDP-Star luminescence, 30 min; hits give high values; 1 = vehicle-only enzyme, 0 = enzyme-free background. activation factor at 10 µM. hit rate 0.16% among 330,000. AID 2524, 2010;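 active = activation factor of the enzyme at least 2-fold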; note: the source names both 10 and 20 µM as test concentration; values of inactives mirror those of a sister screen read the other way
A3G deaminase = APOBEC3G DNA deaminase inhibitors, primary screen, biochemical, fluorescence, single-stranded DNA substrate, uHTS; AID 493012, 2011; DNA dC->dU-editing enzyme APOBEC-3G (Homo sapiens), Q9HC16; inhibition, % at 20 µM; hit rate 0.28% among 330,000; recombinant A3G, ssDNA deamination FAM/TAMRA fluorescence;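 active = inhibition of at least 40% at 20 µM, with no more than 30% in the related APOBEC3A deaminase screen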;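 note: plate controls were DMSO wells with A3G for no effect and wells lacking A3G enzyme for full effect; some compounds called inactive have numbers as strong as hits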
Target sequence (Q9HC16 whole entry, looked up): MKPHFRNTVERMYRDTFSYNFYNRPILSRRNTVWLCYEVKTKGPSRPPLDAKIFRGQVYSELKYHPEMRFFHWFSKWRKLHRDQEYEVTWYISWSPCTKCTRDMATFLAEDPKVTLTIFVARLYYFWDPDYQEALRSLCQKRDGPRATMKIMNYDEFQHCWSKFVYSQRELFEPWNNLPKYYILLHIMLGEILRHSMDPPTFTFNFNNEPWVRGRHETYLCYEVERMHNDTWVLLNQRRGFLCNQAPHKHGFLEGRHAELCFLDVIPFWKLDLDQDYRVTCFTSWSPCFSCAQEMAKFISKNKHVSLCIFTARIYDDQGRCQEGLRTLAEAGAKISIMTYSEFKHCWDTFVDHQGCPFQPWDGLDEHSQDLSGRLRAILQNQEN
NLRP3 yeast inh = NALP3 inflammasome inhibitors in reconstituted yeast, primary screen, luminescence, uHTS | hit rate 0.39% among 330,000 | AID 2825, 2010 | inhibition, % at 10 µM | Yeast reconstituted NLRP3/ASC/caspase-1, beta-gal luminescence, 24 h;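 active = inhibition of 50% or more; inactive = inhibition below 50%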;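 note: plate controls were induced DMSO wells for no effect and uninduced yeast grown without galactose for full effect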
APOBEC3A inh = APOBEC3A ssDNA deaminase inhibitors, primary screen, selectivity assay for APOBEC3G inhibitor project, biochemical, FAM/TAMRA oligo cleavage fluorescence | inhibition, % at 20 µM | DNA dC->dU-editing enzyme APOBEC-3A (Homo sapiens), P31941 | hit rate 0.41% among 330,000 | AID 493011, 2011 | recombinant A3A, FAM/TAMRA ssDNA deamination fluorescence;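 active = at least 40% inhibition at 20 µM here, with at most 30% in a related deaminase screen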;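 note: plate controls were A3A with DMSO for no effect and wells lacking A3A enzyme for full effect; some results filed as inactive read as strong as hits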
Target sequence (P31941 whole entry, looked up): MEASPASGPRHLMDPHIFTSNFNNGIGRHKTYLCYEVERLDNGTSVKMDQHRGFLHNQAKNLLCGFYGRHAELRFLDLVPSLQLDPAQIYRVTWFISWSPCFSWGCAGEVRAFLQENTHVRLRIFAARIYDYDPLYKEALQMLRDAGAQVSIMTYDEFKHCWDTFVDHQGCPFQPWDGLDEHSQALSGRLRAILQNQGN
mIAP activ = activators of mouse IAP, primary screen, biochemical, luminescence, uHTS | muIAP, CDP-Star luminescence, 30 min; hits give high values; 1 = vehicle-only enzyme signal, 0 = enzyme-free wells | activation factor at 10 µM | hit rate 0.24% among 330,000 | AID 2805, 2010;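 active = activation factor of at least 2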; note: the source names both 10 and 20 µM as test concentration; values of inactives mirror those of a sister screen read the other way
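System: mouse IAP enzyme. Reagent: CDP-Star chemiluminescent phosphatase substrate. Benchmarks: DMSO wells, no-enzyme wells. Times: 30 min enzyme-substrate-compound incubation at room temperature. Detection: luminescence from enzymatic CDP-Star hydrolysis. Doses: test compounds delivered from DMSO solution.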
hIAP inh = human IAP inhibitors, primary screen, biochemical, luminescence, uHTS. AID 2544, 2010. inhibition, % at 10 µM. Intestinal-type alkaline phosphatase (Homo sapiens), P09923. purified IAP, CDP-Star luminescence, 30 min. hit rate 0.12% among 330,000;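 active = inhibition reaching a set limit with compound at 10 µM in the primary screen, cut at about 35% in these data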;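 note: plate controls were DMSO wells with enzyme for no effect and no-enzyme buffer wells for full effect; values of inactives mirror those of a sister screen read the other way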
SENP1 FRET inh = human SENP1 catalytic domain inhibitors, primary screen, biochemical, FRET, uHTS. AID 624204, 2012. hit rate 0.21% among 360,000. inhibition, % at 10 µM. Sentrin-specific protease 1 (Homo sapiens), Q9P0U3. recombinant SENP1 catalytic domain, CyPet-SUMO1-YPet FRET cleavage;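 active = inhibition at least 30% at 10 µM, raw YFP signal under a set limit, fluorescence ratio 0.5 to 1.5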;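 note: 0% = enzyme with DMSO and 100% = no enzyme wells; some results filed as inactive read as strong as hits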
Target sequence (Q9P0U3 419-644 limits assumed): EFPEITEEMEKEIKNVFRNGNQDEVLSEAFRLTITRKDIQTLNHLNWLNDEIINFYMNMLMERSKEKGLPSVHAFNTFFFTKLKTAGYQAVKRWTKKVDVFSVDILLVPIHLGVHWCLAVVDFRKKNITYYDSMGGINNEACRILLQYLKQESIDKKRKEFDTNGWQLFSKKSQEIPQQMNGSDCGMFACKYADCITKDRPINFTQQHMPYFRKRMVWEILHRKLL
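Compound: 10 µM single point, 0.5% DMSO; Test system: hSENP1 catalytic domain, recombinant; Timing: 50 min reaction at room temperature; Technique: FRET, CFP and YFP emission; Control set: no-enzyme wells low, DMSO-plus-enzyme wells high control.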
mIAP inh = inhibitors of mouse IAP, primary screen, biochemical, luminescence, uHTS; purified mouse IAP, CDP-Star luminescence, 30 min; inhibition, % at 10 µM; intestinal alkaline phosphatase [Mus musculus]; AID 2806, 2010; hit rate 0.2% among 330,000;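 active = inhibition of at least 40% at 10 µM in the primary screen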;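 note: plate controls were DMSO with enzyme for no effect and no enzyme wells for full effect; values of inactives mirror those of a sister screen read the other way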
beta cell repl = inducers of MIN6 beta-cell proliferation, primary screen, ATP luminescence, uHTS; MIN6 cells proliferation, ATPlite luminescence, 48 h; cells starved in 0.2% serum; 100% = growth in 10% serum; proliferation, % at 10 µM; hit rate 0.29% among 330,000;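 active = compounds whose signal lies at least 3.5 SD above the mean of all wells on their plate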;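 note: 0% = DMSO-treated cells in low-serum medium and 100% = 10% serum control; some compounds called inactive have numbers as strong as hits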
* marks the source's active call; other numbers are inactive results. The list is partial; rates above refer to the full screens.

SMILES	hIAP act	A3G deaminase	NLRP3 yeast inh	APOBEC3A inh	mIAP activ	hIAP inh	SENP1 FRET inh	mIAP inh	beta cell repl
COc1ccc(Cn2nnnc2CN2CCc3ccccc32)cc1	0.89	-3.3	17.3	-1.3	0.963	11.0	-13.9	3.7	-2.7
CCCCNC(=O)CN1C(=O)COc2ccc(S(=O)(=O)N3CCCCCC3)cc21	1.07	1.2	7.8	2.6	1	-7.4	2.6	-0.2	2.4
Cc1cccc(NS(=O)(=O)c2ccc(C(=O)NCC(c3ccccc3)N(C)C)cc2)c1C (configuration not stated)	0.95	-5.4	18.7	-2.5	0.943	5.0	0.0	5.7	-1.4
COc1ccc(C2NC(=O)c3n[nH]c(C)c32)c(OC)c1 (configuration not stated)	1.04	-7.6	9.1	-4.2	0.991	-3.8	2.1	0.9	-2.7
COc1cccc(C(=O)N(Cc2ccco2)c2c(N)n(Cc3ccccc3)c(=O)[nH]c2=O)c1	1.1	0.0	6.9	10.5	1.11	-10.0	-10.6	-10.9	-3.2
CC1(c2ccc(OCC(N)=O)cc2)NC(=O)NC1=O (configuration not stated)	1.06	6.2	-8.5	-3.9	1.04	-5.6	2.8	-4.2	-2.1
O=C(NCc1ccccc1)C1(c2ccccc2)CCN(S(=O)(=O)c2ccccc2)CC1	0.853	-2.6	15.1	-2.6	1.07	14.7	0.3	-7.4	0.0
COc1cc(/C=C(/C#N)C(=O)Nc2ccccc2)c(Br)cc1OCc1ccc(C(=O)O)cc1	0.97	-3.6	-54.5	-4.2	0.997	3.0	-1.6	0.3	-4.2
O=C(NCCN1CCOCC1)/C(=C/c1ccc(Cl)cc1)NC(=O)c1ccccc1	1.07	-9.7	10.5	-4.2	0.945	-6.7	2.9	5.5	-3.5
O=C(NCC1CCCO1)c1cncc(Br)c1 (configuration not stated)	1.01	-0.8	-11.9	11.9	1.01	-1.0	0.3	-0.9	-1.9
CCC(Sc1nc(N)c(NC(=O)c2ccc(Br)o2)c(=O)[nH]1)C(=O)O (configuration not stated)	0.854	-5.6	11.8	0.9	0.981	14.6	-1.2	1.9	-3.0
CCOc1ccc(NC(=O)C2CCCN2C(=O)Oc2ccccc2)cc1 (configuration not stated)	0.993	19.5	8.5	72.5*	0.978	0.7	4.4	2.2	-4.2
CN(CCO)c1cc(N2CCC3(CC2)OCCO3)c2nonc2c1[N+](=O)[O-]	1	-7.6	17.7	-4.5	0.936	-0.1	6.0	6.4	-2.3
CC(C)Oc1ccc(C2CC(=O)N(c3ccc(C(=O)O)cc3)C2=O)cc1 (configuration not stated)	0.854	-1.4	3.6	2.5	0.993	14.6	2.7	0.7	-3.8
Cc1nc2ccccc2nc(=O)c1NNc1ccc([N+](=O)[O-])cc1	0.823	0.9	0.1	-2.0	0.961	17.7	-28.7	3.9	-1.1
Cc1nc(C/C(=N\N)c2ccc(O)cc2O)cs1	1.07	-2.7	-18.3	-4.4	1.06	-7.1	-9.4	-6.1	2.3
Cc1cc(Nc2ccc(Br)cc2)nc2ccccc12	0.942	-5.6	7.6	-0.1	1.06	5.8	-0.7	-5.7	-5.2
N#Cc1c(-c2ccccc2)cc(-c2ccc(O)cc2)nc1N	1.03	-2.2	22.4	-0.5	1.05	-3.5	-5.0	-5.4	-2.7
COc1cccc2sc3ccc(C#CC4(N)CCCCC4)cc3c(=O)c12	1.04	-9.3	-21.5	-0.9	0.943	-3.6	-26.4	5.7	-8.1
Cc1ccc(NC(=O)COC(=O)CCn2c(C)csc2=O)c([N+](=O)[O-])c1	0.891	-10.5	10.4	-3.0	0.877	10.9	-0.7	12.3	3.3
NC(=O)CN1CCN(S(=O)(=O)c2ccc(Br)cc2)CC1	1.26	-4.8	-5.3	-3.3	1.09	-26.5	1.3	-9.1	-1.4
COc1ccc(OCC(=O)Nc2ccccc2C(=O)NC(C)C)cc1	1.16	-3.6	5.2	-5.0	1.06	-16.4	1.7	-6.0	-1.6
O=C1c2cccc3cccc(c23)C(=O)N1Cc1ccccc1	0.986	-8.1	13.9	2.8	1.04	1.4	-1.5	-4.1	0.4
O=C1NC(=O)/C(=C\c2ccc(Cl)nc2)S1	0.915	-8.1	-1.8	-3.3	0.941	8.5	-1.0	5.9	1.2
C=CCc1cccc(CNc2nc3ccccc3n2C)c1O	0.844	-7.0	22.6	-3.2	1.02	15.6	1.5	-2.4	-1.6
Cc1cccc(NC(=O)C(c2ccccc2Cl)N2CCOCC2)c1 (configuration not stated)	0.929	3.1	13.0	-0.1	1.05	7.1	2.0	-4.9	-2.1
Cc1ccc(Cn2c(-c3nonc3N)nc3ccccc32)cc1	1.07	-3.0	30.2	-3.6	0.944	-6.7	-1.4	5.6	1.1
Cc1ccc(S(=O)(=O)N2CCCSCC2)cc1	0.78	-4.5	-3.3	-2.3	1.07	22.0	0.1	-7.5	-1.5
CCOC(=O)C1=C(c2ccccc2)NC(SCC(N)=O)=C(C#N)C1c1cccnc1 (configuration not stated)	0.883	-7.7	0.0	0.8	0.988	11.7	-5.6	1.2	4.5
CC(OCC(O)CN(C)Cc1nc2ccccc2c(=O)[nH]1)c1ccc(Cl)cc1 (configuration not stated)	1.34	-9.6	17.0	-1.2	0.975	-34.1	1.1	2.5	-1.4
Cc1cccn2c(=O)c(/C=C(\C#N)S(=O)(=O)c3ccccc3)c(N3CCN(C)CC3)nc12	0.942	-3.5	9.5	-3.8	0.978	5.8	-17.8	2.2	0.1
COC(=O)CSc1nnc(-c2ccc(S(=O)(=O)NCc3cccs3)cc2)o1	0.886	-3.0	4.8	-2.0	1.05	11.4	2.6	-4.9	-3.5
CCSC1=NCCN1S(=O)(=O)c1ccc(NC(C)=O)cc1	1.11	0.9	0.8	1.7	1.16	-10.8	0.3	-16.2	-0.7
O=C1c2cccc3cccc(c23)C(=O)N1CCCc1n[nH]c(=S)n1-c1ccccc1	1.26	38.5	11.0	-2.3	1.02	-25.7	2.3	-1.9	-2.9
O=C(CN1C(=O)NC2(CCCC2)C1=O)NCCc1ccc(F)cc1	0.951	-6.6	6.1	-4.7	1.09	4.9	-2.3	-9.1	-2.9
O=C(CN(C(=O)CCC(=O)Nc1ccccn1)c1ccc2c(c1)OCO2)NCc1ccco1	1.03	-5.0	6.3	-1.8	0.949	-2.8	1.9	5.1	-1.8
CCn1c(SCC(=O)Nc2cc(C)on2)nnc1-c1ccncc1	1.01	-4.4	12.8	4.8	1.06	-0.9	-3.6	-5.9	-1.8
Nc1ccc(C(=O)Nc2ccc3nc(-c4cccnc4)[nH]c3c2)cc1	0.958	1.5	16.5	1.2	0.949	4.2	0.0	5.1	-2.8
Cn1c(=O)c2cc(S(=O)(=O)NCCC(=O)Nc3ccc(Cl)cc3)ccc2n(C)c1=O	0.926	0.3	2.2	2.9	0.977	7.4	-0.4	2.3	-2.9
Cn1c(N)c(C(=O)CSc2nnc(C3CC3)n2N)c(=O)n(C)c1=O	0.941	-9.5	1.4	-2.4	0.988	5.9	2.1	1.2	-4.3
COc1ccc(C)cc1NC(=O)C1CCCCC1C(=O)O (configuration not stated)	0.935	-4.8	1.3	-4.7	1.01	6.5	1.9	-0.8	-1.1
CC(C)(C)c1ccc(C(=O)Nn2c(CCC(=O)O)ccc2-c2cccs2)cc1	0.98	-1.6	5.2	6.0	0.955	2.0	-38.5	4.5	-2.1
COc1ccc(C2CC(c3ccc4ccccc4c3)=NN2C(=O)CN2CCC(C(N)=O)CC2)cc1 (configuration not stated)	0.939	0.8	12.2	1.2	1.06	6.1	-5.9	-5.8	-5.3
COC(=O)c1ccc(N2C(=O)C3CC(C)=C(C)CC3C2=O)cc1 (configuration not stated)	1.01	-4.5	3.0	3.6	1.09	-1.4	-0.1	-9.1	-0.6
CC12CCC(C(=O)N3CCC(Cc4ccccc4)CC3)(C(=O)C1=O)C2(C)C (configuration not stated)	0.91	-1.4	2.9	0.1	1	8.9	1.1	-0.4	-0.9
N/C(=N\OC(=O)c1cccc(Cn2cc(C(F)(F)F)ccc2=O)c1)c1ccc(Cl)cc1	1.26	-4.4	-11.9	-4.1	0.94	-25.6	3.5	6.0	-3.3
CC(C)[C@H](NC(=O)c1ccccc1)C(=O)OCC(=O)N1CCN(C(=O)c2ccco2)CC1	1.03	-7.6	12.6	-0.3	0.944	-3.0	-0.9	5.6	-0.1
CN(C)CCCn1c2c(c(SCC(=O)Nc3nccs3)nc1=O)CCC2	1.12	-5.5	4.0	-3.1	1.03	-12.3	-0.7	-2.8	3.4
CCN(CC)S(=O)(=O)c1cccc(NC(=O)c2cncc(Br)c2)c1	0.931	-12.1	12.6	-2.0	0.892	6.9	-0.1	10.8	0.3
CCOc1ccc(NC2=CC(=O)CCC2)cc1	0.939	-5.9	-7.8	0.8	1.03	6.1	-2.0	-2.6	-1.3
COc1cccc(NC(=O)C2CCN(S(=O)(=O)c3ccccc3)CC2)c1	1.02	-6.5	25.3	-3.0	1.24	-1.8	1.5	-23.9	-1.8
CCOC(=O)C1=C(COC(=O)/C=C/c2cccc(Cl)c2)NC(=O)NC1C (configuration not stated)	0.816	4.2	5.0	1.5	1.02	18.4	1.7	-2.4	6.8
Cc1ccc(CNCc2ccco2)cc1	1.37	-5.7	21.2	0.4	1.03	-36.9	-0.1	-3.1	2.1
COc1cccc2sc(NNC(=O)COc3ccccc3)nc12	1.61	-2.9	3.3	-0.8	0.912	-60.6	3.8	8.8	0.2
Cc1cccc(NC(=O)c2ccc(S(=O)(=O)N(C)c3ccccc3)cc2)n1	0.923	-5.0	3.4	-0.1	0.931	7.7	2.3	6.9	5.7
CCOC(=O)C1CCN(C(=O)c2ccc(N3CCCC3=O)cc2)CC1	0.985	-7.7	3.8	-2.8	0.982	1.5	-1.8	1.8	-0.1
Cn1cc(C(=O)N2CCN(C(=O)c3ccco3)CC2)c2c3ccccc3n(C)c2c1=O	0.968	-3.7	-11.0	-1.9	0.983	3.2	-2.7	1.7	-1.3
CCOC(=O)c1sc(SC)c2c1CCCC2=O	0.927	17.2	10.0	2.1	1.02	7.3	2.1	-2.1	0.4
COc1ccc(NC(=O)NCCCN2CCCC2=O)cc1	0.978	-4.8	1.7	-5.1	0.879	2.2	-1.9	12.1	4.1
